Screening data (PubChem)
Growth percent in the NCI-60 one-dose screen (48 h, 10 µM unless noted): 100 = growth as untreated, 0 = no growth, -100 = all killed.
NCI-H23: NCI-H23 lung cancer; 80,000 tested, 4% active; AID 1794731
SK-OV-3: SK-OV-3 ovarian cancer cells; 80,000 tested, 3.2% active
COLO 205: COLO 205 colon cancer. 79,000 tested, 7.3% active. AID 1794742
NCI-H522: NCI-H522 lung cancer. 78,000 tested, 8% active
IGROV1: IGROV1 ovarian cancer; 79,000 tested, 4.7% active; AID 1794786
NCI-H226: NCI-H226 lung cancer; 79,000 tested, 3.5% active; AID 1794732
NCI-H460: NCI-H460 lung cancer | AID 1794736 | 82,000 tested, 6.8% active
NCI/ADR-RES: NCI/ADR-RES ovarian cells | 81,000 tested, 4.4% active | AID 1794790
NCI-H322M: NCI-H322M lung cancer; 80,000 tested, 2.7% active; AID 1794733
Starred values were filed as active, the others as inactive; x = no result given; & = joins results of further samples. The calls were made as follows: active = growth percent below 10; inactive = the rest. Compounds as they come, and some 11% of all compounds hit somewhere here.

SMILES | NCI-H23 | SK-OV-3 | COLO 205 | NCI-H522 | IGROV1 | NCI-H226 | NCI-H460 | NCI/ADR-RES | NCI-H322M
Cc1nc2ccccc2c(=O)n1CC(=O)N1NC(=O)CC1=O | x | 95 | 103 | 90 | 103 | 98 | 107 | 103 | 99
O=C(N=c1n(-c2ccccc2)nc2n1CCN2C1=NCCN1C(=O)c1ccc(Cl)cc1)c1ccc(Cl)cc1 | 76 | 93 | 75 | 64 | 59 | 93 | 61 | 73 | 87
CC(Oc1ccc(C(=O)NS(C)(=O)=O)cc1C(F)(F)F)c1ccc(Oc2ccccc2)cn1 (centres undefined) | 96 | 107 | 119 | 66 | 94 | 102 | 106 | 98 | 104
NC(=O)c1cc(I)ccc1NC(=O)/C=C/c1ccccc1Cl | 43 | 4.9* | -27* | -46* | 77 | 44 | 0.5* | 8.9* | 56
O=[N+]([O-])c1ccc(NN=C(C2CC2)C2CC2)c([N+](=O)[O-])c1 | 97 | 101 | 117 | 81 | 115 | 100 | 110 | 105 | 97
COC(=O)C1(CC(=O)c2ccc(OC)cc2)NC(=S)NC(=O)C1C#N (centres undefined) | 107 | 138 | 125 | 109 | 124 | 105 | 121 | 111 | 111
CC(N)c1nnc2n(Cc3ccccc3)c(=O)c3c4c(sc3n12)CCCC4 (centres undefined) | 94 | 135 | 122 | 99 | 107 | 102 | 108 | 99 | 103
COc1ccc(/C=C/C(=O)c2ccc(OCc3ccccc3)c(OC)c2)cc1OC | 87 | x | 111 | 74 | 101 | 82 | 94 | 83 | 104
COc1ccc(Nc2ncnc3c2cnn3-c2cccc(Br)c2)cc1 | 90 | 95 | 100 | 77 | 91 | 85 | 96 | 94 | 93
O=C(Nc1ccccc1)Nc1ccc(F)c(C(=O)c2c[nH]c3ncccc23)c1F | 97 | 87 | 115 | 86 | 64 | 68 | 93 | 97 | 94
Cc1ccc(C(=O)/C=C\C=C\c2ccccc2)cc1 | 96 | 106 | 116 | 100 | 103 | 106 | 108 | 105 | 104
Cc1c(Cl)ccc2c(=O)c(C(=O)O)c[nH]c12 | 95 | 102 | 107 | 94 | 98 | 100 | 106 | 105 | 100
O=C(CCCCCCC(=O)Nc1cccnc1)NO | 58 | 79 | 113 | -13* | 31 | 86 | 40 | 2.6* | 28
O=C1Nc2ccc(S(=O)(=O)O)cc2C1=O | 106&104 | 106&99 | 114&94 | 86&112 | 118 | 97&106 | 106&107 | 116&101 | 120
CC(=O)[C@@H]1CC[C@]2(CN)CC[C@]3(C)[C@H](CC[C@@H]4[C@@]5(C)CCCNC(C)(C)[C@@H]5CC[C@]43C)[C@@H]12 | 89 | 122 | 97 | 90 | 87 | 100 | 94 | 102 | 93
Cc1cc2nc(NC(=O)c3ccc(Nc4ccc(Cl)nn4)cc3)sc2cc1C | 101 | 102 | 105 | 83 | 95 | 90 | 98 | 107 | 98
CN(C)C(=O)Nc1nc2cc(Cl)c(Cl)cc2[nH]1 | 11 | 20 | -13* | -58* | x | 30 | 2.8* | 3.2* | 40
CC(C)c1ccc(C(=O)Nc2sc3c(c2C#N)CCC(=O)C3)cc1 | -5.7* | 21 | -37* | -37* | 18 | 51 | 3.3* | 3.1* | 72
COc1ccc(/C=C/C(=O)c2cc(O)ccc2O)cc1 | 96 | 115 | 99 | -24* | 83 | 95 | 97 | 92 | 111
CCOC(=O)c1nnc2cc(-c3ccccc3)nn2c1-c1ccccc1 | 93 | 110 | 148 | 102 | 89 | 98 | 109 | 94 | 117
Cc1cc(O)cc(C)c1[N+](=O)[O-] | 115 | 97 | 107 | 116 | 117 | 92 | 104 | 117 | 112
CCN1CCN(C(=O)[C@@]2(C)CC[C@]3(C)CC[C@]4(C)C(=CC(=O)[C@@H]5[C@@]6(C)C/C(=C/c7cccnc7)C(=O)C(C)(C)[C@@H]6CC[C@]54C)[C@@H]3C2)CC1 | 64 | 116 | 80 | 81 | 84 | 90 | 75 | 86 | 95
COc1ccc2nc(NCCCNCCO)c3sc4ccc(F)cc4c(=O)c3c2c1 | 63 | 90 | -49* | 46 | 41 | 88 | -73* | 30 | 68
Clc1ccc(-n2cnc3c(Nc4ccccn4)nc(Cl)nc32)c(Cl)c1 | 106 | 112 | 121 | 91 | 100 | 105 | 102 | 106 | 96
CCOC(=O)C(C(C)=O)=P(c1ccccc1)(c1ccccc1)c1ccccc1 | 105 | 100 | 105 | 93 | 92 | 93 | 105 | 99 | 79

In the list so far, these have a nitro group on carbon.
SMILES | NCI-H23 | SK-OV-3 | COLO 205 | NCI-H522 | IGROV1 | NCI-H226 | NCI-H460 | NCI/ADR-RES | NCI-H322M
O=[N+]([O-])c1ccc(NN=C(C2CC2)C2CC2)c([N+](=O)[O-])c1 | 97 | 101 | 117 | 81 | 115 | 100 | 110 | 105 | 97
Cc1cc(O)cc(C)c1[N+](=O)[O-] | 115 | 97 | 107 | 116 | 117 | 92 | 104 | 117 | 112

More structures:
SMILES | NCI-H23 | SK-OV-3 | COLO 205 | NCI-H522 | IGROV1 | NCI-H226 | NCI-H460 | NCI/ADR-RES | NCI-H322M
O=C(O)C(Cc1ccccc1)NSc1ccccc1[N+](=O)[O-] (centres undefined) | 115 | 101 | 115 | 96 | 99 | 100 | 107 | 114 | 104
CN1C(=O)C(C2=NN(c3cc(Cl)cc(Cl)c3)C(c3ccc(F)cc3)C2)C(=O)N(C)C1=O (centres undefined) | 82 | 87 | 106 | 75 | 88 | 73 | 83 | 88 | 93
CNc1ccc(Nc2ccc(S(=O)(=O)O)cc2)c2c1C(=O)c1ccccc1C2=O | 106 | 117 | 118 | x | 105 | 97 | 108 | 108 | 112
COc1ccc(C2=C(c3ccccc3)C(=O)C(c3ccccc3)=C2c2ccccc2)cc1 | 63 | 93 | 82 | 65 | 79 | 100 | 55 | 84 | 88
N#CCc1ccccc1C(=O)O | 110 | 105 | 108 | 93 | 110 | 91 | 122 | 109 | 102
C=C1CCC2C3(C)COC(c4ccccc4Br)OC3CCC2(C)C1C/C=C1/C(=O)OCC1OC(C)=O (centres undefined) | -48* | 53 | -77* | -53* | -9.1* | -58* | 1.8* | -3.4* | 22
CCOC(=O)N1CCc2c(sc3nc(-c4ccccc4)nc(OCc4cn(Cc5nc6sc7c(c6c(=O)[nH]5)CCN(C(=O)OCC)C7)nn4)c23)C1 | 99 | 83 | x | 86 | 112 | 97 | 110 | 104 | 114
CCCc1nc2nc3c(c(C)nn3-c3ccccc3)c(-c3ccc(OC)cc3)c2c(=O)[nH]1 | x | 100 | 105 | 84 | 104 | 100 | 104 | 110 | x
Nc1ccc(C(=O)NCCSCCN2CCCCC2)cc1 | 101 | 102 | 108 | 91 | 107 | 90 | 106 | 104 | 106
O=C(Oc1ccc(Cl)cc1Cl)C(=O)Oc1ccc(Cl)cc1Cl | 108 | 101 | 110 | 92 | 109 | 105 | 110 | 104 | 111
Cc1c(C)c2c(c(C)c1O)CCC(C)(CCCC(C)CCCC(C)CCCC(C)C)O2 (centres undefined) | 97 | 103 | 113 | 83 | 101 | 96 | 105 | 107 | 113
C/C(=N\NC(=O)c1nc(N)n(-c2ccc(S(N)(=O)=O)cc2)n1)c1ccncc1 | 107 | 112 | 104 | 97 | 103 | 105 | 106 | 111 | 105
Cc1ccsc1[C@@H]1C[C@@H]2Cc3ccccc3N1O2 | 99 | 101 | 121 | 108 | 95 | x | 106 | 97 | 101
Cc1ccc(S(=O)(=O)N(c2ccc(Cl)cc2)c2ccc(Br)cc2C(=O)O)cc1 | x | 112 | 116 | 102 | 109 | 98 | 107 | 115 | 114
CC(=O)Nc1cccc(OCc2cccc([N+](=O)[O-])c2)c1 | 98 | 116 | 133 | 92 | 140 | 104 | 110 | 101 | 111
S=c1ccnc[nH]1 | 103 | 113 | 102 | 66 | 110 | 107 | 105 | 100 | 114
O=C1CCC(N2C(=O)c3cccc(NCCCOCCOCCOCCCNc4cccc5c4C(=O)N(C4CCC(=O)NC4=O)C5=O)c3C2=O)C(=O)N1 (centres undefined) | 101 | 109 | 106 | 91 | 108 | 89 | 110 | 109 | 110
COc1ccc(-c2nnc(COc3ccc(C(=O)/C=C/c4ccccn4)cc3)o2)cc1 | 105 | 118 | 101 | 102 | 95 | x | 106 | 105 | 116
CC(C)Cc1ccc(C[N+]23CN4CN(CN(C4)C2)C3)cc1 | 113 | 103 | 103 | 97 | 116 | 100 | 107 | 117 | 115
Nc1c(C(=O)Nc2ccc3c(c2)OCCO3)sc2ncccc12 | 94 | 105 | 122 | 93 | 94 | 89 | 103 | 103 | 100
O=C(O)c1ccccc1-c1ccccc1C(=O)Nc1ccc2c(c1)C(O)c1ccccc1-2 (centres undefined) | 93 | 87 | 102 | 100 | 111 | 86 | 97 | 100 | x
NNC(=O)/C(=C\c1ccccc1)CC(=O)c1ccc(Cl)c(Cl)c1 | 81 | 89 | 95 | 73 | 78 | 74 | 85 | 88 | 87
c1ccc(-c2nnc3oc(-c4cccs4)nn23)cc1 | 87&85 | 116&118 | 123&124 | 54&77 | 112 | 105 | 111&110 | 102&114 | 96&117
Oc1ccc(/C=N\N=C\c2ccc(O)cc2)cc1 | 99 | 113 | 108 | 103 | 115 | 98 | 108 | 106 | 109
CSc1ccc(/C(=N/N=C(N)N)c2ccc(Cl)cc2)cc1 | 13 | 25 | -89* | -42* | 4.8* | 27 | -13* | -3.5* | 30

At a glance, some entries already given.
SMILES | NCI-H23 | SK-OV-3 | COLO 205 | NCI-H522 | IGROV1 | NCI-H226 | NCI-H460 | NCI/ADR-RES | NCI-H322M
O=C(O)C(Cc1ccccc1)NSc1ccccc1[N+](=O)[O-] (centres undefined) | 115 | 101 | 115 | 96 | 99 | 100 | 107 | 114 | 104
CN1C(=O)C(C2=NN(c3cc(Cl)cc(Cl)c3)C(c3ccc(F)cc3)C2)C(=O)N(C)C1=O (centres undefined) | 82 | 87 | 106 | 75 | 88 | 73 | 83 | 88 | 93
CNc1ccc(Nc2ccc(S(=O)(=O)O)cc2)c2c1C(=O)c1ccccc1C2=O | 106 | 117 | 118 | x | 105 | 97 | 108 | 108 | 112
COc1ccc(C2=C(c3ccccc3)C(=O)C(c3ccccc3)=C2c2ccccc2)cc1 | 63 | 93 | 82 | 65 | 79 | 100 | 55 | 84 | 88
N#CCc1ccccc1C(=O)O | 110 | 105 | 108 | 93 | 110 | 91 | 122 | 109 | 102
C=C1CCC2C3(C)COC(c4ccccc4Br)OC3CCC2(C)C1C/C=C1/C(=O)OCC1OC(C)=O (centres undefined) | -48* | 53 | -77* | -53* | -9.1* | -58* | 1.8* | -3.4* | 22

The results go on.
SMILES | NCI-H23 | SK-OV-3 | COLO 205 | NCI-H522 | IGROV1 | NCI-H226 | NCI-H460 | NCI/ADR-RES | NCI-H322M
CNC(=S)NNC(=O)Cn1nc(-c2ccccc2)ccc1=O | 105 | 142 | 143 | 105 | 124 | 114 | 121 | 119 | 118
O=C(Cc1csc2ccccc12)NCC1CC1 | 107 | x | 112 | x | 105 | 92 | 101 | 104 | 108
COc1cc(NC(=O)COc2ccccc2)c(C(N)=O)cc1OC | x | 30 | 8.3* | -9.9* | 44 | 77 | 7.9* | 10 | 40
CCN1CCN(C(=O)[C@]23CCC(C)(C)C[C@H]2C2=CC[C@@H]4[C@@]5(C)C/C(=C/c6ccccn6)C(=O)C(C)(C)[C@@H]5CC[C@@]4(C)[C@]2(C)CC3)CC1 | 96 | 108 | 111 | 93 | 105 | 92 | 96 | 90 | 106
CNC(=O)c1cc(Oc2ccc3c(c2)sc2nc(-c4ccc(Cl)cc4)cn23)ccn1 | 73 | 66 | 114 | 62 | 88 | 39 | 82 | 85 | 93
O=C(SCN1CCCCC1)c1ccccc1 | 106 | 96 | 114 | 90 | 96 | 105 | 107 | 111 | 90
COC(=O)[C@H]1Cc2c[nH]c3cccc(c23)N(C)[C@@H](C(C)C)C(=O)N1 | 96 | 95 | 114 | 92 | 104 | 106 | 103 | 100 | 102
O=C(O)c1cc(O)cc(O)c1 | 103 | 112 | 116 | 97 | 119 | 101 | 115 | 109 | 91
Cc1nc2nc(C(F)(F)F)[nH]c2nc1C | 107 | 99 | 108 | 90 | 117 | x | 111 | 107 | 110
Cc1cc(C)c(NC(=O)c2sc3nc4c(cc3c2N)C(=O)CCC4)c(C)c1 | 33 | 10 | -6.1* | -15* | 35 | 77 | 6.4* | -8.0* | 56
C=CCCNC(=S)SCC(NC(=O)CCC(N)C(=O)O)C(=O)NCC(=O)O (centres undefined) | 100 | 109 | 124 | 92 | 109 | 100 | 109 | 103 | 106
CC1Cc2c(Cl)ncnc2N(C)c2ccc(Cl)cc21 (centres undefined) | 14 | 12 | -78* | -68* | 31 | -5.6* | 19 | 13 | 37
CC(C)N(C(=O)c1ccccc1)C(C)C | 106 | 114 | 114 | 101 | 116 | 94 | 106 | 115 | 114
CN(C)CCOc1ccc(CN)cc1 | 100 | 98 | 101 | 89 | 104 | 96 | 102 | 102 | x
CCCCn1c(=O)[nH]c(N)c([C@@H]2c3c([nH]c(=O)n(CCCC)c3=O)Oc3ccc4ccccc4c32)c1=O | 13 | 85 | 59 | 59 | 1.8* | 92 | 15 | 9.8* | 75
Cc1cc(C(N)=O)c2ccccc2n1 | 116 | 99 | 115 | 99 | 112 | 105 | 114 | 113 | 106
NC(=O)/N=C(\CCc1nc2ccccc2[nH]1)c1nc2ccccc2[nH]1 | 100 | 107 | 115 | 90 | 115 | 88 | 114 | 102 | 106
Oc1ccc(/C=N/Nc2nc3ccccc3s2)c(O)c1 | 57 | 8.7* | 89 | x | 22 | 45 | 11 | 18 | 12
O=C1CC(C(=O)O)C2(CCCCC2)O1 (centres undefined) | 106 | 118 | 125 | 102 | x | 111 | 109 | 112 | 102
CCN(CC)CCOc1cccc2c1C(=O)c1ccccc1C2=O | 88 | 82 | 69 | 84 | 102 | 94 | 101 | 92 | x
CSc1nc2c(=O)[nH]cnc2s1 | 115 | 105 | 109 | x | 118 | 102 | 112 | 106 | 123
NC1=C(Cl)C(=O)C(N)=C(Cl)C1=O | 100 | 103 | 126 | 93 | 99 | 94 | 102 | 98 | 100
